WRN helicase inh: qHTS for Inhibitors of WRN Helicase. Bifunctional 3'-5' exonuclease/ATP-dependent helicase WRN (Homo sapiens), Q14191. WRN helicase unwinding, fluorescent forked duplex, kinetic. Potency, µM (titrated, usually from 114 µM), for inactives: at the top dose activity change, negative = inhibition, usual class: inhibitors. 360,000 compounds, 0.46% hits; also: potency is read from the fitted curve at half-maximal effect; % is scaled to controls: 0 for no effect and ±100 for the full control effect; nearly all actives have a fitted effect of over 55% in size
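Kinetic red-fluorescence monitoring (525/598 nm) tracks WRN helicase activity after 100 nM fluorophore-quencher forked duplex and 2 mM ATP are added to 20 nM enzyme pretreated 15 min at room temperature with compound.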
IL2 activator: qHTS of IL-2 Activators. IL-2 activation reporter assay, cell-based qHTS; stimulated with anti-CD3/CD4/CD28 beads; in transgenic mouse T cells. 360,000 compounds, 0.065% hits. AID 652025, 2013. activation, % (series mostly up to about 46 µM); in the data active = activation above about 50%; inconclusive = mostly about 30% to 49%; also: 0% is about no effect
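First, unstimulated transgenic mouse T cells were exposed to compound for 60 min. Next, anti-CD3/anti-CD4-coated beads with anti-CD28 were added. Finally, after 18 h at 37 degrees C, EGFP and DsRed were imaged.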
EPAC1 ag: qHTS for Agonist of cAMP-regulated guanine nucleotide exchange factor 3 (EPAC1): primary screen. Potency, µM (doses to about 154 µM), without a hit: at the highest dose activation, hits mostly activators. 360,000 compounds, 0.073% hits. EPAC1 agonist qHTS, biochemical assay; response scale: 100% = response to 6.5 mM cAMP. Rap guanine nucleotide exchange factor 3 (Homo sapiens), O95398; also: potency is read from the fitted curve at half-maximal effect; nearly all actives have a fitted effect of over 60% in size
Target sequence (O95398 whole entry, looked up): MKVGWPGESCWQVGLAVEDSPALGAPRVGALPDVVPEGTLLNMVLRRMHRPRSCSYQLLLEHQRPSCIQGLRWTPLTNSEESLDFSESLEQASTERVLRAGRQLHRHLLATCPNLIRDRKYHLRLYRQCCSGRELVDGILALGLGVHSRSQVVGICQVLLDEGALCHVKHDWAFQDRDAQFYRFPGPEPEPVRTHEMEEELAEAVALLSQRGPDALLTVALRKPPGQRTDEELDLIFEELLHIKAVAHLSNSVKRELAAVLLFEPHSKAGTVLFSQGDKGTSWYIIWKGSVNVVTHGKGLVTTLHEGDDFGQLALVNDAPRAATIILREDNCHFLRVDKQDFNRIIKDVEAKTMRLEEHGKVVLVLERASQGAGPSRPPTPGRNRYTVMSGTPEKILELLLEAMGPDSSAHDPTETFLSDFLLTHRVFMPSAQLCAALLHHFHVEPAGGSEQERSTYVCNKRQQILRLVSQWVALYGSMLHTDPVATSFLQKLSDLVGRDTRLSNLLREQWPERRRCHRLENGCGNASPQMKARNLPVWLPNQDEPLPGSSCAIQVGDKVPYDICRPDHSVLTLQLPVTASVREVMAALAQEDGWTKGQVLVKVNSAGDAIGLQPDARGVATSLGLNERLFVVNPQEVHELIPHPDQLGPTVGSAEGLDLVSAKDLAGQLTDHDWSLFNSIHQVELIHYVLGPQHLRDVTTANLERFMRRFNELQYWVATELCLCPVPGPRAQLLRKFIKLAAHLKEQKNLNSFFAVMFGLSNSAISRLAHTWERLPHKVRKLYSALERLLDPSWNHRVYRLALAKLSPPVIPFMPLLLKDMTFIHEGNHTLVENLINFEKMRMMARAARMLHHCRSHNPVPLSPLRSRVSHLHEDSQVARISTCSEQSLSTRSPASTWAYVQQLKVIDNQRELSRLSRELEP
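Read-out is the fluorescence drop as BODIPY-GDP leaves Rap1B (480 nm excitation, 540 nm emission), recorded every 5 minutes over 30 minutes. Reactions held 100 nM EPAC1, 250 nM Rap1B–BODIPY-GDP and 50 uM GDP, with 6.5 mM cAMP setting full activation.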
EPAC2 agonist: qHTS for Agonist of cAMP-regulated guanine nucleotide exchange factor 4 (EPAC2): primary screen; Rap guanine nucleotide exchange factor 4 (Homo sapiens), Q8WZA2; EPAC2 activation, biochemical qHTS; response scale: 100% = 6.5 mM cAMP response; Potency, µM (titrated, usually from 154 µM), for inactives: at the highest dose activation, actives largely listed as activators; 360,000 compounds, 0.079% hits; also: potency is read from the fitted curve at half-maximal effect; nearly all actives have a fitted effect of over 50% in size
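Compounds were added across a concentration range to EPAC2 (100 nM), RAP1B-BODIPY-GDP (250 nM) and GDP (50 uM). After 5 min at room temperature, fluorescence was recorded at 5-min intervals for 30 min.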
CCT modulator: High-Throughput Screening for Modulators of Cytosolic Chaperonin Activity; purified chaperonin ATPase assay, HTRF ADP detection, 30 min; activity change, % (no concentration beside the values), hits read low; 360,000 compounds, 0.3% hits; AID 651819, 2012; in the data active = activity change below about -30%; also: % is scaled to controls: 0 for no effect and ±100 for the full control effect
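ATPase activity: ADP formed was measured by HTRF Transcreener (665/615 nm ratio) after 30 min at 37 deg C with 10 uM ATP. Compounds screened at one 76 uM concentration against 40 or 20 nM TRiC in Tris pH 7.4/KCl/MgCl2/DTT buffer.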
EPAC1 antagonist: qHTS for Antagonist of cAMP-regulated guanine nucleotide exchange factor 3 (EPAC1): primary screen; AID 720709, 2013; Potency, µM (top dose mostly 115 µM), for the others: at the top dose activity change, negative = inhibition, actives largely listed as inhibitors; EPAC1 GEF assay, Rap1b-BODIPY-GDP exchange fluorescence; 360,000 compounds, 0.14% hits;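 also: potency is read from the fitted curve at half-maximal effect; plate controls were vehicle for no effect and positive control for full effect; nearly all actives have a fitted effect of over 50% in size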
PI5P4K alpha inh: qHTS for Inhibitors of phosphatidylinositol 5-phosphate 4-kinase (PI5P4K). Phosphatidylinositol 5-phosphate 4-kinase type-2 alpha (Homo sapiens), P48426. PI5P4Kalpha enzyme, ADP-Glo luminescence, 60 min; hits give low values. max response, %. 330,000 compounds, 1.2% hits. AID 652105, 2013; active = max response of -50% or lower; inconclusive = between -30% and -50%; inactive = -30% or higher; also: value at the top dose of about 77 µM; % is scaled to controls: 0 for no effect and ±100 for the full control effect
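Controls without substrate or without enzyme flank wells where PI5P4Kalpha converts substrate using 5 microM ATP (final). Incubation lasts 60 minutes at room temperature; ADP formed is read by ADP-Glo luminescence.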
PLK1 PBD block: qHTS for Inhibitors of PLK1-PDB (polo-like kinase 1 - polo-box domain): Primary Screen. Serine/threonine-protein kinase PLK1 (Homo sapiens), P53350. Potency, µM, for the others: max response, negative = inhibition, most hits filed as inhibitors. Plk1 PBD binding of FITC phosphopeptide, fluorescence polarization. 360,000 compounds, 2.8% hits; also: potency is read from the fitted curve at half-maximal effect; series mostly up to about 57 µM; % is scaled to controls: 0 for no effect and ±100 for the full control effect; nearly all actives have a fitted effect of over 65% in size
* = called active by the depositor; & = joins results of further samples; [ ] = another dose, or the depositor's remark. Unless noted, calls follow the shape of the dose curve; as a rule, active = well fitted curve in the direction sought with a large enough effect; inconclusive = small, poorly fitted or top-dose-only effect, or another doubt; inactive = no such curve, though single readings can be large; an effect the other way counts as inactive or inconclusive.

How did CC1Oc2ccccc2C=C1/C=N/NC(=O)c1ccccc1 (stereo not drawn) do in these assays?
WRN helicase inh: -3%; IL2 activator: -3.4; EPAC1 ag: -2%; EPAC2 agonist: 11%; CCT modulator: -45*; EPAC1 antagonist: -1%; PI5P4K alpha inh: -3; PLK1 PBD block: -3%

What do the screens show for `COc1ccc(CNC(=O)c2cn(Cc3ccc(OC(C)=O)cc3)c(=O)s2)cc1`?
WRN helicase inh: 3%[57.1 µM]; IL2 activator: 0.6; EPAC1 ag: 3%; EPAC2 agonist: 12%; CCT modulator: -2.4; EPAC1 antagonist: -20%; PI5P4K alpha inh: -1; PLK1 PBD block: -10%

Results for Fc1cccc(CCN2C(=S)NC[C@@H]2Cc2ccccc2)c1 ?
WRN helicase inh: -6%; IL2 activator: -0.8; EPAC1 ag: -1%; EPAC2 agonist: 18%; CCT modulator: -0.6; EPAC1 antagonist: -26%; PI5P4K alpha inh: 23; PLK1 PBD block: -4%

How did CCN1CCN(CCNC(=O)c2ccc3c(c2)N(Cc2ccc(F)cc2)C(=O)/C(=C/c2ccccc2)S3)CC1 do in these assays?
WRN helicase inh: -4%; IL2 activator: -1.0; EPAC1 ag: 0%; EPAC2 agonist: -5%; CCT modulator: 1.5; EPAC1 antagonist: -27%; PI5P4K alpha inh: -20; PLK1 PBD block: 7%

What do the screens show for `N#Cc1cc([N+](=O)[O-])ccc1NC(=O)COC(=O)CC1CCCC1`?
WRN helicase inh: -6%; IL2 activator: -4.5; EPAC1 ag: -7%; EPAC2 agonist: 10%; CCT modulator: -1.8; EPAC1 antagonist: -3%; PI5P4K alpha inh: -3; PLK1 PBD block: 7%

How did CCN1C(=C2C(=O)c3ccccc3C2=O)C=Cc2ccccc21 do in these assays?
WRN helicase inh: -3%; IL2 activator: 3.9; EPAC1 ag: 0%; EPAC2 agonist: 2%; CCT modulator: -2.6; EPAC1 antagonist: 0%; PLK1 PBD block: -2%

How did CC1=C(C(=O)OCc2ccccc2)C(c2ccccn2)c2c(n(C)c(=O)n(C)c2=O)N1 (stereo not drawn) do in these assays?
WRN helicase inh: -7%&-4%; IL2 activator: -1.9&-0.7; EPAC1 ag: 0%&-2%; EPAC2 agonist: -9%&-3%; CCT modulator: -1.8&-1.9; EPAC1 antagonist: 9%&7%; PI5P4K alpha inh: -1&9; PLK1 PBD block: 2%&-7%

Results for O=C(c1ccco1)N1CCN(Cc2cc(=O)c(OCc3cccc(Cl)c3)co2)CC1 ?
WRN helicase inh: -7%; IL2 activator: -0.6; EPAC1 ag: -4%; EPAC2 agonist: 1%; CCT modulator: -1.2; EPAC1 antagonist: 3%; PI5P4K alpha inh: -1; PLK1 PBD block: 2%

Results for O=C(Cn1c2ccc(F)cc2c2nc3n(c(=O)c21)CCS3)Nc1ccccc1C(F)(F)F ?
WRN helicase inh: -6%; IL2 activator: -0.3; EPAC1 ag: -10%; EPAC2 agonist: -17%; CCT modulator: -2.5; EPAC1 antagonist: -12%; PI5P4K alpha inh: 2; PLK1 PBD block: -4%

What do the screens show for `Cn1c(OCc2cccnc2)nc2c1c(=O)n(Cc1ccc(F)cc1)c(=O)n2C`?
WRN helicase inh: -2%; IL2 activator: 0.1; EPAC1 ag: -4%; EPAC2 agonist: 5%; CCT modulator: -0.6; EPAC1 antagonist: 13%; PI5P4K alpha inh: -1; PLK1 PBD block: 2%

How did CCOC(=O)N1CCN(C(=O)CSCC(=O)Nc2nc(-c3ccc(OC)cc3)cs2)CC1 do in these assays?
WRN helicase inh: -5%; IL2 activator: -3.0; EPAC1 ag: 9%; EPAC2 agonist: 15%; CCT modulator: -10; EPAC1 antagonist: 2%; PLK1 PBD block: -12%

Results for N/C(=N\OC(=O)C1CCCCC1)c1cccc([N+](=O)[O-])c1 ?
WRN helicase inh: -5%; IL2 activator: 2.0; EPAC1 ag: 19%; EPAC2 agonist: 13%; CCT modulator: -3.3; EPAC1 antagonist: -8%; PLK1 PBD block: -4%

How did CC1(C(=O)NCc2ccccc2)CSCC(=O)N1CCCn1ccnc1 (stereo not drawn) do in these assays?
WRN helicase inh: 7%; IL2 activator: 0.6; EPAC1 ag: 1%; EPAC2 agonist: -2%; EPAC1 antagonist: 0%; PI5P4K alpha inh: 5; PLK1 PBD block: 0%

Results for O=C(CSc1nc2ccccc2c(=O)n1CC1CCCO1)NCCc1ccccc1 (stereo not drawn) ?
WRN helicase inh: -1%; IL2 activator: -1.7; EPAC1 ag: -5%; EPAC2 agonist: 0%; CCT modulator: 0.4; EPAC1 antagonist: 21%; PI5P4K alpha inh: 1; PLK1 PBD block: -6%

Results for C=CC(C)N1C(=O)S/C(=C\c2ccc(N3CCOCC3)cc2C)C1=O (stereo not drawn) ?
WRN helicase inh: -10%; IL2 activator: 0.6; EPAC1 ag: -38%[inhibitor]; EPAC2 agonist: 1%; CCT modulator: 0.7; EPAC1 antagonist: 35µM*; PI5P4K alpha inh: -4; PLK1 PBD block: inconclusive

What do the screens show for `O=C(Nc1ccc(NC(=O)c2ccco2)nc1)c1cccnc1`?
WRN helicase inh: -1%; IL2 activator: -0.9; EPAC1 ag: 0%; EPAC2 agonist: -1%; CCT modulator: -0.5; EPAC1 antagonist: -6%; PI5P4K alpha inh: 6; PLK1 PBD block: -25%

What do the screens show for `Cc1nn(Cc2cccc(C(=O)Nc3ccn(Cc4ccccc4F)n3)c2)c(C)c1[N+](=O)[O-]`?
WRN helicase inh: 1%; IL2 activator: -2.3; EPAC1 ag: 0%; EPAC2 agonist: 2%; CCT modulator: -1.9; EPAC1 antagonist: 12%; PLK1 PBD block: -4%

What do the screens show for `O=C(NNc1ccc(Cl)cc1)c1cccs1`?
WRN helicase inh: -17%; IL2 activator: -2.5; EPAC1 ag: -2%; EPAC2 agonist: 8%; CCT modulator: 0.9; EPAC1 antagonist: 3%; PI5P4K alpha inh: -3; PLK1 PBD block: -24%

What do the screens show for `O=C(COc1ccc(Cl)cc1)NCCS(=O)(=O)N1CCN(c2ccc(F)cc2)CC1`?
WRN helicase inh: 7%; IL2 activator: -4.6; EPAC1 ag: -10%; EPAC2 agonist: -9%; CCT modulator: 0.9; EPAC1 antagonist: -11%; PI5P4K alpha inh: 2; PLK1 PBD block: -2%

Results for CCCCOc1ccc(C2(C)NC(=O)NC2=O)cc1 (stereo not drawn) ?
WRN helicase inh: inconclusive; IL2 activator: 0.7; EPAC1 ag: -10%; EPAC2 agonist: 3%; CCT modulator: 0.0; EPAC1 antagonist: -4%; PI5P4K alpha inh: -24; PLK1 PBD block: 7.5µM*

How did O=C(COC(=O)c1ccco1)Nc1nc2ccccc2s1 do in these assays?
WRN helicase inh: -6%; IL2 activator: -4.5; EPAC1 ag: -1%; EPAC2 agonist: 1%; CCT modulator: -1.5; EPAC1 antagonist: -20%; PI5P4K alpha inh: -14; PLK1 PBD block: -7%

What do the screens show for `Cc1ccc(C(=O)Oc2ccc(-c3nnco3)cc2)o1`?
WRN helicase inh: 13%; IL2 activator: -0.6; EPAC1 ag: 2%; EPAC2 agonist: 7%; CCT modulator: 1.6; EPAC1 antagonist: -9%; PI5P4K alpha inh: -2; PLK1 PBD block: 2%

What do the screens show for `Cc1ccc(C)c(-c2csc(NC(=O)c3cnccn3)n2)c1`?
WRN helicase inh: 9%; IL2 activator: -3.9; EPAC1 ag: 9%; EPAC2 agonist: 10%; CCT modulator: -11; EPAC1 antagonist: 7%; PI5P4K alpha inh: 3; PLK1 PBD block: -7%

Results for COC(=O)c1ccc(CSc2nc3c(cnn3-c3ccc(Cl)cc3)c(=O)[nH]2)o1 ?
WRN helicase inh: -3%; IL2 activator: -0.3; EPAC1 ag: -5%; EPAC2 agonist: 1%; CCT modulator: -2.0; EPAC1 antagonist: 9%; PLK1 PBD block: -10%

What do the screens show for `COc1cccc(C(C(=O)NC2CCCC2)N(CCC(C)C)C(=O)CCC(=O)Nc2cc(C)on2)c1` (stereo not drawn)?
WRN helicase inh: -3%; IL2 activator: -0.6; EPAC1 ag: 0%; EPAC2 agonist: -10%; CCT modulator: -0.4; EPAC1 antagonist: -25%; PI5P4K alpha inh: 2; PLK1 PBD block: 2%

Results for CN1CCN(C2CC(=O)N(Cc3ccc(N4CCCC4=O)cc3)C2=O)CC1 (stereo not drawn) ?
WRN helicase inh: 6%; IL2 activator: -1.4; EPAC1 ag: -9%; EPAC2 agonist: 5%; CCT modulator: 3.4; EPAC1 antagonist: -10%; PI5P4K alpha inh: 1; PLK1 PBD block: -1%

Arranged by length of the SMILES (lowest first): part of the list above.
How did O=C(COC(=O)c1ccco1)Nc1nc2ccccc2s1 do in these assays?
WRN helicase inh: -6%; IL2 activator: -4.5; EPAC1 ag: -1%; EPAC2 agonist: 1%; CCT modulator: -1.5; EPAC1 antagonist: -20%; PI5P4K alpha inh: -14; PLK1 PBD block: -7%

What do the screens show for `Cc1ccc(C(=O)Oc2ccc(-c3nnco3)cc2)o1`?
WRN helicase inh: 13%; IL2 activator: -0.6; EPAC1 ag: 2%; EPAC2 agonist: 7%; CCT modulator: 1.6; EPAC1 antagonist: -9%; PI5P4K alpha inh: -2; PLK1 PBD block: 2%

What do the screens show for `Cc1ccc(C)c(-c2csc(NC(=O)c3cnccn3)n2)c1`?
WRN helicase inh: 9%; IL2 activator: -3.9; EPAC1 ag: 9%; EPAC2 agonist: 10%; CCT modulator: -11; EPAC1 antagonist: 7%; PI5P4K alpha inh: 3; PLK1 PBD block: -7%

Screening data: PubChem, National Center for Advancing Translational Sciences (NCATS)

This is a subset; the hit share may differ from the screen's.
